Assay outcomes as filed in PubChem.
Vif-APOBEC3F blk = qHTS for Inhibitors of Vif-A3F Interactions: qHTS; HeLa A3F-eYFP + Vif (tagged APOBEC3F with the HIV-1 protein that degrades it), YFP fluorescence increase; Potency, µM (doses to about 46.1 µM), for the others: top-dose activity, negative = active; 0.2% of 390,000 active; further: potency means the concentration at half of the fitted maximal effect; % of control where 0% means no effect; nearly all actives have a fitted effect of over 65% in size
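HeLa cells stably expressing A3F-eYFP plus Vif, plated and incubated overnight at 37 deg C, then exposed to compounds overnight at 37 deg C. Blocked degradation read as raised yellow fluorescence (Ex 488/Em 500-530).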
D2 potentiator = HTS Assay for Positive Allosteric Modulators of the Human D2 Dopamine Receptor: Primary Screen for Potentiators; D(2) dopamine receptor (Homo sapiens), P14416; potentiation, % at 10 µM; AID 485347, 2010; HEK293 T-REx D2, calcium flux, EC20 dopamine potentiation; 0.34% of 340,000 active;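 active means potentiation over 3 SD above the plate norm, cut at about 30% in these data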; further: 0% is about no effect
Target sequence (P14416 whole entry, looked up): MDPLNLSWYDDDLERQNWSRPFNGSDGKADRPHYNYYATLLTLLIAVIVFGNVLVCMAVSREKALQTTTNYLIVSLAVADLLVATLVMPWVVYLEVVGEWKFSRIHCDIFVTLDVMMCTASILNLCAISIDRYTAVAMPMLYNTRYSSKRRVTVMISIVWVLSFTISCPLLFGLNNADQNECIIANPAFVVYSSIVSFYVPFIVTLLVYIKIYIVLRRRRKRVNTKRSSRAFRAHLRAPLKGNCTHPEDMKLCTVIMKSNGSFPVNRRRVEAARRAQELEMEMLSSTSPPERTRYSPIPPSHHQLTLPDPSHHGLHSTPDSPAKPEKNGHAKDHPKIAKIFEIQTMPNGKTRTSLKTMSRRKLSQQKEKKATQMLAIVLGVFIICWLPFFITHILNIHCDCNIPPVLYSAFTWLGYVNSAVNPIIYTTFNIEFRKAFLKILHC
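Using a no-wash calcium dye in inducible, force-coupled HEK293 Trex cells expressing D2, we tracked fluorescence each second for 180 s after compound, then for 180 s after EC20 dopamine to detect augmented signalling.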
GRP78 ERSR act = qHTS for Inducers of the Endoplasmic Reticulum Stress Response (ERSR) in Human Glioma: qHTS. U87-MG GRP78 promoter luciferase reporter, 16 h. Potency, µM, without a hit: top-dose activation, hits mostly activators. 0.02% of 420,000 active. AID 602332, 2012; further: potency means the concentration at half of the fitted maximal effect; series mostly up to about 76 µM; % of control where 0% means no effect; nearly all actives have a fitted effect of over 35% in size
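Stably transfected U87-MG human glioma cells carrying a GRP78-based luminescent sensor were seeded at 1000 cells/well, pin-dosed with compounds and incubated 16 h. Luciferase reagent was then added, and end-point luminescence was read after 10 min at room temperature.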
RXFP1 ag = qHTS Assay for Agonists of the Relaxin Receptor RXFP1 | AID 2676, 2010 | Potency, µM (titrated, usually from 57.5 µM), for inactives: top-dose activation, hits mostly activators | 0.3% of 370,000 active | HEK293T-RXFP1 cAMP TR-FRET, 30 min; response scale: percent of porcine relaxin response, buffer zero | Relaxin receptor 1 (Homo sapiens), Q9HBX9; further: potency means the concentration at half of the fitted maximal effect; on the % scale 0 is the no-effect control and ±100 the full control effect; nearly all actives have a fitted effect of over 60% in size; many of its hits are not listed in these tables
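HEK293T cells stably expressing RXFP1 were pretreated with the PDE4 inhibitor Ro 20174, exposed to compounds for 30 min at 37C, lysed, and cAMP was read by TR-FRET. Data normalized to buffer (basal) and 29 nM porcine relaxin (100%).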
D1 potentiator = Potentiators of Human D1 Dopamine Receptor: qHTS. 0.036% of 360,000 active. HEK293 TREx D1 cells, calcium flux, dopamine EC20 potentiation. potentiation, % at 10 µM. AID 504651, 2011. D(1A) dopamine receptor (Homo sapiens), P21728; in the data active means potentiation above about 30%; further: 0% is about no effect
Target sequence (P21728 whole entry, looked up): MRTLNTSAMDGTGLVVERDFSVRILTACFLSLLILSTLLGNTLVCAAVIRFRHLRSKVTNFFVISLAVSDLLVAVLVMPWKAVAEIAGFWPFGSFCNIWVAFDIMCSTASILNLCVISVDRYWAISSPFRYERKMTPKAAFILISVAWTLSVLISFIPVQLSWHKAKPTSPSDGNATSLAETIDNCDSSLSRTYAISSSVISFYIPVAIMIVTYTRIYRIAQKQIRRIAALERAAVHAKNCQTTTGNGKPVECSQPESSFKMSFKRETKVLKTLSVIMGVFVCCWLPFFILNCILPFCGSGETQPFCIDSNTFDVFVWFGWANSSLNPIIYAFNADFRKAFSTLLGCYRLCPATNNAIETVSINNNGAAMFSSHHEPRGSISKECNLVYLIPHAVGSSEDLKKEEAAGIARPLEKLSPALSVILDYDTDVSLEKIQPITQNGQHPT
RXFP1 antagonist = qHTS Assay for Antagonists of the Relaxin Receptor RXFP1. Relaxin receptor 1 (Homo sapiens), Q9HBX9. HEK293-RXFP1, relaxin-stimulated cAMP HTRF, 30 min; active compounds read low. AID 1259400, 2018. 0.59% of 350,000 active. activity change, negative = inhibition, % at 57.5 µM;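 active means activity change of -60% or lower, but not beyond a set lower limit; inconclusive means change between -60% and -40%, or beyond the set limit; inactive means change above -40%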; further: on the % scale 0 is the no-effect control and ±100 the full control effect
D1 antagonist = Antagonist of Human D 1 Dopamine Receptor: qHTS | activity change, negative = inhibition, % at 10 µM | HEK293 TREx D1 cells, calcium flux, dopamine EC80; active compounds read low | D(1A) dopamine receptor (Homo sapiens), P21728 | AID 504652, 2011 | 3.2% of 360,000 active; in the data active means activity change below about -30%; further: on the % scale 0 is the no-effect control and ±100 the full control effect
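Inducible Hek293 Trex D1 cells (tetracycline, overnight, 30 C). Calcium dye 30–90 min RT. Antagonist mode: EC80 dopamine added after 180 s compound read.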
D1 ag = Allosteric Agonists of the Human D1 Dopamine Receptor: qHTS; activation, % at 2 µM; 1% of 360,000 active; HEK293 T-REx D1 cells, calcium flux, agonist mode; AID 504660, 2011; in the data active means activation above about 30%; further: 0% is about no effect
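Tetracycline-induced HEK293 TREx D1 cells, force-coupled to calcium signalling, were dye-loaded with a no-wash calcium kit. Compound was pin-added after a 10 s baseline. Fluorescence was read kinetically at 1 cycle/s for 180 s, with calcium rises flagged as agonism.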
Vif-APOBEC3G blk = qHTS for Inhibitors of Vif-A3G Interactions: qHTS. Potency, µM (top dose mostly 46.1 µM), for the others: at the highest dose activity, negative = active, actives largely listed as inhibitors. DNA dC->dU-editing enzyme APOBEC-3G (Homo sapiens), Q9HC16. AID 602310, 2012. 0.076% of 410,000 active. HeLa A3G-eYFP + Vif (tagged APOBEC3G with the HIV-1 protein that degrades it), YFP fluorescence, overnight;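 further: potency means the concentration at half of the fitted maximal effect; on the % scale 0 is the no-effect control and ±100 the full control effect; nearly all actives have a fitted effect of over 60% in size; hits raise eYFP signal because A3G escapes Vif-driven loss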
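HeLa cells stably expressing Vif and C-terminally eYFP-tagged A3G, seeded overnight at 37 deg C, then exposed to compound by pintool overnight at 37 deg C. Rise in yellow fluorescence (Ex 488/Em 500-530, Acumen) marks blocked Vif-driven A3G degradation.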
The depositor's hits bear a star; ? = inconclusive; / = no result given; & = joins results of further samples. Unless noted, the call rests on the fitted dose curve; in most records, active means well fitted curve in the direction sought with a large enough effect; inconclusive means small, poorly fitted or top-dose-only effect, or another doubt; inactive means no such curve, though single readings can be large; an effect the other way counts as inactive or inconclusive. Some of the compounds tested; rates above refer to the full screens.

The line under a structure holds: Vif-APOBEC3F blk, D2 potentiator, GRP78 ERSR act, RXFP1 ag, D1 potentiator, RXFP1 antagonist, D1 antagonist, D1 ag, Vif-APOBEC3G blk
CC(=O)Cc1ccccc1OC(=O)c1ccco1
 : -3%, 3, -3%, 0.7%, 11, -1, 2, 2, 0%
Cc1cccc(N2CCN(CCCNc3ncnc4onc(-c5ccc(F)cc5)c34)CC2C)c1 (configuration not stated)
 : 1%, -4, 1%, 0.3%, 2, -1, 6, 0, 3%
C[C@H](CO)N1C[C@H](C)[C@H](CN(C)C(=O)C2CC2)OCc2cnnn2CCCC1=O
 : -3%, /, 1%, /, /, 6, /, /, -3%
O=C(/C=C/NCC(=O)c1ccccc1)c1ccc(Br)cc1
 : -28%, -6, -1%, 1.0%, -12, -14, -6, 2, -3%
CN(C)CCN(C)Cc1c2ccccc2c(CN(C)CCN(C)C)c2ccccc12
 : -17%, 10, -5%, -0.9%, -6, -3, 1, 2, -1%
O=C(Nc1cccc([N+](=O)[O-])c1)c1ccc(CN2CCOCC2)cc1
 : 1%, 9, 3%, 0.4%, -6, -3, -4, 9, 2%
CC1c2nc3ccccc3n2C(CC(=O)NCc2ccccn2)C(=O)N1Cc1ccccc1 (configuration not stated)
 : -1%, /, -2%, 0.8%, -5, 4, 0, 1, 1%
O=C(Nc1cc(=O)[nH]c(=O)[nH]1)c1cccc(C(F)(F)F)c1
 : 1%, -34, -2%, 2.9%, 3, -5, 2, 1, ?
CC(=O)CCc1ccc(OCC(O)CNCCOc2ccc(C)cc2)cc1 (configuration not stated)
 : -25%, -26, -5%, 2.7%, 7, 0, 3, 14, 1%
Cc1ccc(S(=O)(=O)N2CCOCC2)cc1NC(=O)COC(=O)/C=C/c1ccco1
 : -4%, /, -3%, /, /, -2, /, /, 0%
CN(C)c1ccc(CNC(=O)C2CCN(S(=O)(=O)c3ccc4c(c3)oc(=O)n4C)CC2)cc1
 : 1%&-1%, -7&5, -3%&-8%, -3.6%&4.6%, -9&-1, 11, 23&4, 1&1, 4%&4%
COc1cc2c(cc1OC)C(SC)=NC1(CCCC1)C2
 : 16%, -1, -14%, -4.0%, -4, ?, -4, 3, ?
CCOc1ccc(C(=O)NCCNC(=O)c2ccc(OCC)cc2)cc1
 : 6%, 2, -1%, -1.6%, 2, -27, 6, 2, -1%
CCOC(=O)COc1ccc2c(=O)cc(-c3ccccc3)oc2c1
 : 3%, /, -1%&5%&5%, -0.4%, -3, -3, -13, 2, 0%
CN1CCc2c(sc(/N=C/c3ccco3)c2C(N)=O)C1
 : -13%, -3, 2%, -0.1%, -1, -5, 6, 6, 0%
Cc1ccc(-c2nnn(CC(=O)N3CCCCC3)n2)c(-n2cnnn2)c1
 : -1%, -7, 3%, -2.0%, 7, 2, -10, 4, 7%
COc1cc(OC)c(NC2=NCCCCC2)cc1Cl
 : -2%, 8, -2%, -0.4%, -1, -2, -1, 2, 2%
COc1cc2c(cc1OC)CN(c1ncccc1[N+](=O)[O-])CC2
 : 4%, -3, 3%, 0.0%, -5, 3, 2, 0, -6%
CSc1ccccc1N1CCN(C(=O)Nc2ccc3c(c2)NC(=O)CO3)CC1
 : 4%, 15, -3%, -6.2%, -12, -13, -49*, 15, -5%
CC(C)N1CCNCC1
 : 3%, 1, -1%, -0.4%, -6, 4, -7, 1, 6%
Cc1ccc(NC(=O)c2ccccc2O)cc1
 : 4%, 5, -8%, 0.7%, -1, 3, 2, 9, 7%
O=C(Nc1ccc(NC(=O)c2cc3ccccc3o2)cc1)c1ccccc1
 : 1%, -2, -2%, 24%, 0, -5, -4, 1, -6%
CN(CC(=O)Nc1ccccc1Cl)C(=O)COC(=O)c1ccc(C(F)(F)F)cc1
 : -12%, -2, 3%, -2.7%, 0, 10, -15, 1, 1%
CN(c1ccc(OC(=O)CN2C(=O)NC3(CCCC3)C2=O)cc1)S(=O)(=O)c1ccccc1
 : 2%, -5, -4%, 0.9%, -3, -12, -8, 15, 0%
COCCCNc1nc2nonc2nc1N1C[C@H]2CC[C@H]1C2
 : 1%, 1, -4%, 1.9%, 6, -2, 2, 0, -5%
O=C(Cc1cccs1)Nc1ccon1
 : 4%, 8, 6%, -0.1%, -5, 3, 25, 1, 0%
COc1ccc(C(=O)/C=C/c2ccc(OC)cc2OC)c(O)c1
 : -5%, 8, 3%, 0.7%, -4, /, -1, 1, -9%
O=C(CCN1C(=O)/C(=C\c2ccc(F)cc2)SC1=S)Nc1ccc(O)cc1
 : 1%, -16, 1%, 1.6%, 0, -13, 11, 3, 8%
COc1cc(NC(=O)COc2ccc(-n3ccnc3)cc2)cc(OC)c1
 : 0%, -2, -2%, -3.9%, -1, -12, 3, 10, 6%
CCSC1=NCCN1C(=O)C(C)(C)Oc1ccc(Cl)cc1
 : -8%, 8, -5%, -2.0%, 4, -11, -9, 9, -7%
Cc1cc(C)nc(NS(=O)(=O)c2ccc(NC(=O)c3ccc4c(c3)OCO4)cc2)n1
 : -11%, 17, -2%, 6.3%, 2, -4, 2, 6, 7%
Cc1c(S(=O)(=O)N2CCN(C(=O)c3ccco3)CC2)c(=O)n(C)c(=O)n1C
 : -13%, -5, -5%, 0.5%, -8, 5, -7, 1, 1%
Cc1cc(N/C=C\c2nnnn2-c2ccccc2)no1
 : -7%, 2, 2%, 0.4%, -6, -1, 11, 0, -4%
COCC(=O)Nc1ccccc1C(=O)NC(C)C
 : -9%, -7, -4%, -0.1%, 0, 10, 3, 4, 2%
COC(=O)c1ccc(C(=O)OC)c(NS(=O)(=O)c2ccc(NC(C)=O)cc2)c1
 : -1%, -1, 1%, 1.8%, -4, 12, -5, 4, -19%
O=C(CCc1nnc(CCCCc2ccccc2)o1)N1CCN(CCO)CC1
 : -10%, -10, -2%, 0.0%, -7, 2, 5, 1, 2%
CC(=O)c1cc2c(cc1NC(=O)CCNC(=O)c1ccccc1Cl)OCO2
 : -19%, 2, 3%, 0.9%, 0, 3, 2, 0, 0%
COc1ccc(CCN2CCCn3c2nc2c3c(=O)n(CC(C)C)c(=O)n2C)cc1OC
 : 0%, 4, -1%, 0.1%, -9, 5, 4, 2, 1%
CN(C)S(=O)(=O)c1cccc(NC(=S)Nc2ccc3cn[nH]c3c2)c1
 : 5%, -3, -2%, -1.1%, 0, 14, 0, -1, 1%
O=C(N/N=C\c1cc(Br)c(Br)o1)C1COc2ccccc2O1 (configuration not stated)
 : 10%, -11, -4%, -0.3%, 0, -30, -4, 0, ?
COc1cccc(C=Nc2ccc(N3CCOCC3)cc2)c1O
 : -3%, 6, -2%, -1.8%, 5, -3, -8, 4, -6%
COc1ccc(S(=O)(=O)N(CC(=O)Nc2cccnc2)c2ccc(C)cc2)cc1OC
 : -7%, -3, -1%, 1.7%, 0, -1, 10, -1, -2%
COc1ccc(/C=C(/C#N)c2nc(-c3ccc(-c4ccccc4)cc3)cs2)cc1
 : -3%, -4, 0%, 0.6%, 0, -6, 2, 0, -1%
CCc1ccc(C(C(=O)NC(C)(C)CC)N(Cc2ccco2)C(=O)Cn2nnc3ccccc32)cc1 (configuration not stated)
 : -4%, 14, -6%, -0.9%, 5, -16, 3, 4, -4%
N#Cc1cc(C(=O)c2ccccc2O)cn(-c2nccs2)c1=O
 : ?, 3, 1%, -0.7%, 18, -16, 44, 553*, ?
CC(=O)Nc1ccc(Nc2ccc3cc(S(=O)(=O)N4CCCCC4)ccc3n2)cc1
 : 3%, 6, -1%, 0.1%, -3, -1, -1, 2, 2%
Cn1c(=O)c2c(ncn2Cc2ccc(Cl)cc2)n(C)c1=O
 : 9%&4%, 3&-11, -1%&-1%, 10%&15%, -4&-1, 7, -2&6, 11&22, 3%&2%
CCN(CC)C(=O)COc1ccc(N(C)S(=O)(=O)c2ccc(NC(C)=O)cc2)cc1
 : -2%, 2, -2%, -6.7%, -7, 10, -38*, 2, -1%
COc1ccc(/C=N/NC(=O)c2c(C)n(C)c3ccc(OC)cc23)c(OC)c1
 : 6%, -10, -2%, -1.7%, -5, -15, -22, 0, -9%
C#CCOC(=O)c1ccccc1C(=O)OCC#C
 : 1%, -6, -3%, 0.5%, 0, -11, 7, 3, -1%
CC(=O)N1N=C(c2ccc(NS(C)(=O)=O)cc2)CC1c1ccc2nccnc2c1 (configuration not stated)
 : 0%, 4, -1%, 1.9%, 4, 7, -22, 3, 0%
O=C(OCc1nnc(-c2ccccc2)o1)c1cc2ccccc2cc1O
 : -4%, -1, -1%, -1.5%, 3, -9, -9, 3, 0%
CCOC1CCc2c(C)nc(N)nc2S1 (configuration not stated)
 : 0%, 17, 4%, 8.6%, 3, 4, 4, 2, -3%
CSc1ccccc1C(=O)Nc1cc(C)cc(C)c1
 : -6%, -10, ?, -3.7%, 2, 1, 0, 5, 0%
COc1ccc(N(CC(=O)NCc2ccncc2)S(=O)(=O)c2ccc(C)c([N+](=O)[O-])c2)cc1
 : 1%, 6, 6%, 0.2%, -2, 2, -12, 0, -9%
COc1ccc(NC(=O)c2c(NC(=O)c3ccc(Br)cc3)sc3c2CCCC3)cc1
 : 3%, 3, -6%, 23%, -2, ?, 7, -2, -24%
C=CCOC(=O)c1ccc(-n2cnc(C)n2)nc1
 : -3%, 2, 9%, 3.7%, 6, ?, 5, 1, -6%
CCN1CCCC1CNC(=O)c1cc(OC)c(OC)c(OC)c1 (configuration not stated)
 : /, -21, -4%, 3.5%, 7, 12, 0, 2, 2%
Cc1c(OC(C)C(=O)N2C[C@H]3C[C@@H](C2)c2cccc(=O)n2C3)ccc2c3c(c(=O)oc12)CCCC3 (some centres not stated)
 : -5%, 4, 1%, 9.6%, 0, 5, -18, 0, 1%
CCOC(=O)CSc1nc(C)cc2c1C(=O)OC2
 : 2%, 17, -5%, -1.0%, -4, -2, -18, 4, 0%
